Compound activity (PubChem BioAssay)
Epigenetic reg: epigenetic control regulation, reporter derepression. murine LDR cells, GFP reporter derepression, 30 h. Potency, µM (series often up to 53.9 µM), without a hit: top-dose GFP activation, most hits filed as activators. 0.2% of 280,000 active. AID 1865; also: potency is read from the fitted curve at half-maximal effect; % of control where 0% means no effect; nearly all actives have a fitted effect of over 60% in size
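GFP-positive cell count by laser-scanning cytometry (objects 20–120 um) after 30 h, 37 C compound exposure of murine LDR cells; reporter is CMV-GFP integrated at a silenced locus, inducible by HDAC or DNMT inhibitors.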
Luc counter: blocks Kinase-Glo luciferase, a counter-screen artifact | Q27757 | Kinase-Glo luciferase, ATP luminescence, 8 min | Potency, µM (titrated, usually from 38.3 µM), inactives show at the top dose activity change, negative = inhibition, actives largely listed as inhibitors | 0.28% of 200,000 active; also: potency is read from the fitted curve at half-maximal effect; % is scaled to controls: 0 for no effect and ±100 for the full control effect; nearly all actives have a fitted effect of over 60% in size
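Compound is pinned into ATP-containing buffer (10 uM ATP, imidazole pH 7.2, 7 mM MgCl2). Kinase-Glo luciferase reagent is then added. Light output is recorded following an 8-min room-temperature incubation.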
HttQ103 aggreg: mutant huntingtin aggregation inhibition. 1.1% of 220,000 active. Potency, µM (titrated, usually from 46.1 µM), for inactives: at the highest dose activity change, negative = inhibition, usual class: inhibitors. PC12 HttQ103-GFP aggregates, Acumen cytometry, 40 h; also: potency is read from the fitted curve at half-maximal effect; % is scaled to controls: 0 for no effect and ±100 for the full control effect; nearly all actives have a fitted effect of over 60% in size
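Inducible Q103 Huntingtin exon 1–GFP PC12 line, 1500 cells/well in phenol red free DMEM with 5% equine and 5% calf serum. Tebufenozide 100 nM induced expression; compounds titrated; aggregates quantified by cytometry.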
CBFb-RUNX1 inh: inhibitors of human CBF-beta and RUNX1 interaction | Q01196+Q13951 | AlphaScreen CBFb-His/RUNX1-biotin binding, biochemical | Potency, µM (highest dose often 59.8 µM), for inactives: top-dose activity, negative = inhibition, hits mostly inhibitors | 230,000 tested, under 10 active | AID 1477; also: % of control where 0% means no effect
Target sequence (Q01196 whole entry, looked up): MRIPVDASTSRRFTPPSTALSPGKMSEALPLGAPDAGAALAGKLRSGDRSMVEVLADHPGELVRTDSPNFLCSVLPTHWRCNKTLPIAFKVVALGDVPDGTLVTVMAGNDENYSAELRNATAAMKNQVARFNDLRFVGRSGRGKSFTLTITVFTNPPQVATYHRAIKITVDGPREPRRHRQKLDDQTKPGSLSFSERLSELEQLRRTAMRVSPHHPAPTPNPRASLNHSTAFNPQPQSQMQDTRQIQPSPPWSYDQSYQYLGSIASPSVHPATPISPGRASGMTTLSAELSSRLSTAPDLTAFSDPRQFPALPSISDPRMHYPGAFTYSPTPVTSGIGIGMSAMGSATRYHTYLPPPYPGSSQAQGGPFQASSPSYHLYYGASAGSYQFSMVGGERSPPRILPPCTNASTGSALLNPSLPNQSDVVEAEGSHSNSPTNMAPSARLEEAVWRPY
Target sequence (Q13951 whole entry, looked up): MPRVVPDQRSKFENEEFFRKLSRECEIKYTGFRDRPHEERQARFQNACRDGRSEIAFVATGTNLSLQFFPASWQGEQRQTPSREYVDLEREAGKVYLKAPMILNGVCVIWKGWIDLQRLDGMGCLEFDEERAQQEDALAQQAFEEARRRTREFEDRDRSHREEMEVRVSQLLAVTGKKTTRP
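AlphaScreen proximity signal reports loss of binding between His-tagged CBF-beta and biotin-labelled RUNX1, each at 30 nM. Proteins are pre-associated for 20 minutes, compounds added for 15 minutes, then beads for 90 minutes, all at ambient temperature.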
IMPase Li cell: cell-permeable IMPase inhibitors with lithium potentiation; Potency, µM (series often up to 59.4 µM), inactives show at the highest dose activity, negative = IMPase inhibition, most hits filed as inhibitors; 0.35% of 210,000 active; CHO-M1 cells, IP1 TR-FRET (IP-One), carbachol + lithium;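 also: IP1 builds up when IMPase is blocked and the TR-FRET signal falls; potency is read from the fitted curve at half-maximal effect; plate controls were basal vehicle for no effect and high inhibitor control for full effect; nearly all actives have a fitted effect of over 50% in size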
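Concentration–response in CHO-M1 cells, lithium-potentiated; 30 min at 37C. IP1 detected by competitive TR-FRET after 10 min lysis at RT. Hill-fitted AC50.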
L3MBTL1 inh: L3MBTL1 (human) inhibition. Potency, µM (top dose mostly 57.1 µM), without a hit: top-dose activity, negative = inhibition, most hits filed as inhibitors. AlphaScreen L3MBTL1–H3K9me1 peptide binding. Q9Y468. 0.66% of 230,000 active; also: potency is read from the fitted curve at half-maximal effect; % is scaled to controls: 0 for no effect and ±100 for the full control effect; nearly all actives have a fitted effect of over 60% in size
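Displacement of a biotinylated histone H3(1-15) peptide monomethylated at Lys9 (75 nM) from L3MBTL1 (50 nM) was measured by AlphaScreen after a 30 min room-temperature compound incubation; cefsulodin titration served as intraplate control.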
NPSR antagonist: blocks cAMP signaling of the human neuropeptide S receptor; CHO-NPSR cells, cAMP TR-FRET, antagonist mode; Potency, µM (titrated, usually from 38.3 µM), for the others: top-dose activity change, negative = inhibition, usual class: inhibitors; Q6W5P4; 1% of 220,000 active; also: potency is read from the fitted curve at half-maximal effect; % is scaled to controls: 0 for no effect and ±100 for the full control effect; nearly all actives have a fitted effect of over 50% in size; many of its hits are not listed in these tables
Target sequence (Q6W5P4 whole entry, looked up): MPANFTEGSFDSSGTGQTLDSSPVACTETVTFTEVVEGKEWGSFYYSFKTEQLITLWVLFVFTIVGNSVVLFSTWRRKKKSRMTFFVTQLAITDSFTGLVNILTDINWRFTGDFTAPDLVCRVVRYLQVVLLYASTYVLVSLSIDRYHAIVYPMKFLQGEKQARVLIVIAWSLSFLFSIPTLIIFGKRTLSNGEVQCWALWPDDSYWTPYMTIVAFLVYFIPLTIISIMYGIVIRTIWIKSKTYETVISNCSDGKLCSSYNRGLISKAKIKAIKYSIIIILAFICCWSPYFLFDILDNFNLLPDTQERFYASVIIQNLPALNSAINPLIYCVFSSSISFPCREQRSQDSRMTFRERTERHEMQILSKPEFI
An asterisk follows results filed as active; ? = inconclusive; / = no result given; [ ] = dose if it differs, or a comment. Calls follow the shape of the dose curve; as a rule, active = well fitted curve in the direction sought with a large enough effect; inconclusive = small, poorly fitted or top-dose-only effect, or another doubt; inactive = no such curve, though single readings can be large; an effect the other way counts as inactive or inconclusive.

SMILES | Epigenetic reg | Luc counter | HttQ103 aggreg | CBFb-RUNX1 inh | IMPase Li cell | L3MBTL1 inh | NPSR antagonist
Cc1cccc(NC(=O)CNC(=O)COc2ccc(-c3ccc(C#N)cc3)cc2)c1C | -4.2% | 0.2% | 18.7% | -1.5% | -7.5% | -14.7% | 10.4%
CCCCOc1ccc(Cc2c(Cl)nc(SC)nc2N2CCOCC2)cc1 | 3.0% | -3.6% | -24.0% | 8.1% | 12.0% | 16.7% | -40.3%
Cn1c(=O)c(C(=O)CSc2nnc(Nc3ccccc3)s2)c(N)n(Cc2ccccc2)c1=O | 7.7% | -4.7% | -17.4% | 5.4% | 57.4%[activator][38.3 µM] | / | -16.9%[46.1 µM]
CCc1noc(C)c1C(=O)Nc1nc(-c2ccc(Cl)cc2Cl)cs1 | 1.0% | -1.8% | ? | 16.6% | 2.0% | 10.1% | -9.6%
Cc1ccc(Cl)cc1NC(=O)CSC(N)=O | -2.1% | 2.7% | -10.4% | 3.6% | 52.3%[activator][38.3 µM] | / | -10.7%[46.1 µM]
Cc1ccc(NC(=O)NCCCN2CCOCC2)cc1 | -0.2% | -1.8% | -2.7% | 6.0% | 21.2%[38.3 µM] | 0.4% | 2.0%[46.1 µM]
COc1ccc(N(CCC#N)S(=O)(=O)c2cccc3nsnc23)cc1 | 0.1% | 14.1% | -14.3% | 5.7% | 2.1% | 4.5% | 12.8%
Cc1cc(C)c(OCC(O)CN2CCN(c3ccccn3)CC2)c(C)c1 (stereo unspecified) | 0.0% | 1.3% | -8.6% | -3.2% | 0.1% | -12.6% | -7.7%
O=C(N/N=C/c1cccc(O)c1)c1ccc(COc2cccc3cccnc23)cc1 | 4.3% | -1.2% | 15.1% | -10.9% | -4.6% | 31.4%[activator] | 3.1%
Cc1ccc(NC(=S)NN2CCN(C)CC2)c(C)c1 | 2.1% | 0.4% | -4.7% | 1.1% | -5.7% | 7.6% | 13.6%
CCCN1CCN(c2nc(-c3cccs3)nc3ccccc23)CC1 | 0.0% | -1.4% | 12.8% | 7.1% | 14.7% | -3.5% | -11.1%
Cc1cccc(N=CC=C2OC(C)(C)C(C)(C)O2)c1 | 1.0% | -0.7% | -2.2% | 1.6% | 5.5% | 1.0% | -3.0%
Cc1ccc(NC2(C#N)C(=O)Nc3ccccc32)cc1 (stereo unspecified) | 0.9% | -4.2% | -14.5% | 8.2% | 25.2%[38.3 µM] | / | -23.9%[46.1 µM]
Cc1ccc(S(=O)(=O)N(CCO)Cc2cc3ccc(C)c(C)c3[nH]c2=O)cc1 | -1.0% | 0.9% | 7.2% | -1.3% | -10.8%[38.3 µM] | 12.1% | -18.3%[46.1 µM]
CC1SC(c2ccc(Cl)cc2)NC1=O (stereo unspecified) | -2.2% | -3.2% | -25.9% | -4.8% | 1.4% | -6.6% | -8.9%[46.1 µM]
NC(=O)c1cc(N)ccc1N1CCCC1 | -2.1% | -0.3% | 22.6% | -8.2% | 13.1%[38.3 µM] | -2.1% | -0.5%[46.1 µM]
O=C(Nc1cccn(Cc2c(Cl)cccc2Cl)c1=O)c1ccccc1Cl | 0.0% | 4.2% | ? | 1.5% | 23.7%[38.3 µM] | 0.3% | -24.1%[46.1 µM]
COc1cc(/C=C/C(=O)O)ccc1O | 0.8% | 2.0% | / | 11.2% | 6.9% | / | /
COc1ccc(NC(=O)c2ccc(NCCCN3CCOCC3)c([N+](=O)[O-])c2)cc1 | -1.0% | 2.3% | -8.3% | 11.5% | 28.3% | -8.5% | -8.7%
CCN(CC)Cc1c(-c2ccccc2)[nH]c2ccc(C)cc2c1=O | 7.2% | -5.6% | 4.7%[9.22 µM] | 0.5% | 6.4%[38.3 µM] | / | -6.9%[46.1 µM]
O=C(COc1ccc(S(=O)(=O)N2CCCCC2)cc1)NCC1CCCO1 (stereo unspecified) | -0.1% | / | -13.5%[9.22 µM] | 6.2% | -4.2% | 0.5% | -2.4%
C/C(CC(=O)Nc1ccc(F)cc1)=N\NC(=O)COc1ccccc1 | 6.1% | -4.8% | -4.2% | -1.4% | -10.7% | 0.0% | 3.5%
C=CCSc1nc(-c2ccc(OC)cc2)c(C#N)c(=O)n1CC=C | 0.2% | 2.5% | ? | -4.5% | 15.4% | 25.4% | -54.4%
Cc1cccc(N2CCN(C(=O)N3CCCCC3)CC2)c1C | 0.0% | -0.5% | 15.3% | 4.6% | 3.5% | 19.7% | -44.0%
CCN(CC)S(=O)(=O)c1ccc(-c2nnc(SCC(=O)Nc3nnc(C)s3)n2CC)cc1 | 0.8% | 0.0% | -29.1%[9.22 µM] | 1.9% | 29.8%[38.3 µM] | / | -16.8%[46.1 µM]
CCOC(=O)c1cnc2c(Cl)cccc2c1NCCN(C)C | -2.8% | 1.0% | 17.0% | -0.1% | 2.9%[38.3 µM] | 3.7% | -2.3%[46.1 µM]
Cc1cccn2c(=O)c3cc(C(=O)NC(C)C)c(=N)n(Cc4ccncc4)c3nc12 | 1.8% | 0.9% | -17.7% | 5.6% | -14.7%[38.3 µM] | 11.0%[11.4 µM] | -0.3%[46.1 µM]
Cc1[nH]c2ccccc2c1C(=O)/C=C/c1ccccc1 | -1.2% | 5.4% | ? | -3.0% | 12.0%[38.3 µM] | -4.2% | -22.4%[46.1 µM]
COc1cc(/C=C/C(=O)O)ccc1OCc1cnc(Cl)s1 | -0.5% | 2.8% | 7.2% | 3.1% | 3.4% | 7.9% | -14.8%
CCOC(=O)c1nn(-c2ccc(F)cc2)c(=O)c2c(N)scc12 | -1.1% | -4.0% | -8.8%[9.22 µM] | -1.0% | 25.2% | ? | 13.8%
COc1cccc(Nc2ncc(C#N)c(N)n2)c1 | 1.1% | / | 5.0%[9.22 µM] | 2.7% | / | 4.0% | 2.4%
Cc1sc(NC(=O)c2ccc(Br)s2)c(C(N)=O)c1C | 7.4% | -10.0% | -0.6% | -8.5% | 32.3%[38.3 µM] | / | -21.8%[46.1 µM]
COc1ccc(Cn2nnnc2C(c2ccccn2)N2CCN(c3cc(Cl)ccc3C)CC2)cc1 (stereo unspecified) | -0.7% | -2.6% | ? | -2.6% | -1.3%[38.3 µM] | -5.1% | ?
CCCn1c(C2CC(=O)N(c3cc(OC)ccc3OC)C2)nc2ccccc21 (stereo unspecified) | 0.0% | 1.1% | -22.2% | -1.0% | 12.9%[38.3 µM] | -5.7% | -3.6%[46.1 µM]
Cc1cc(N2CCN(c3ccc(F)cc3)CC2)nc2cc(O)ccc12 | -3.2% | -3.5% | -14.0% | -5.3% | 6.0%[38.3 µM] | / | -16.5%[46.1 µM]
CCN(CC)CCOC(=O)/C=C/c1ccccc1OC | -1.3% | -3.7% | -2.0% | 2.8% | 2.6% | 4.8% | 9.1%
Cc1ccc(NC(=O)Cn2nnc(-c3ccccc3NC(=O)c3cccs3)n2)cc1 | ? | -2.8% | ? | 0.0% | 30.0%[38.3 µM] | / | -0.6%[46.1 µM]
CCOC(=O)c1sc(NNC(=O)c2ccc(C)cc2)nc1C | 2.1% | / | -10.3%[9.22 µM] | 0.9% | / | -7.4% | -7.0%
C=CCOc1ccc(CNCCc2ccc(S(N)(=O)=O)cc2)cc1 | 0.0% | / | 7.9% | 1.4% | 18.9% | / | 21.4%
NC(=O)c1ccsc1NC(=O)c1ccc(S(=O)(=O)N2CCCC2)cc1 | -5.2% | 0.7% | 6.5% | 6.3% | 5.9% | / | 2µM*
Cc1c(NC(=O)C2(c3ccc(Cl)cc3)CCCC2)c(=O)n(-c2ccccc2)n1C | 0.1% | -0.6% | -5.1% | 0.2% | 33.8%[38.3 µM] | / | -13.0%[46.1 µM]
O=C(CSc1nnc(C2COc3ccccc3O2)o1)Nc1nccs1 (stereo unspecified) | 2.0% | 3.0% | -31.5% | 1.2% | 6.5% | 22.4µM* | 10.0%
CCOC(=O)N1CCc2c(sc(NC(=O)CN3CCOCC3)c2C#N)C1 | 1.0% | / | 9.3%[9.22 µM] | 6.1% | / | 54.9%[activator] | -17.0%
COc1ccc(-c2nc(SC(CC(=O)NCCO)c3cccs3)n[nH]2)cc1 (stereo unspecified) | -0.4% | -1.9% | 6.7% | 6.9% | 5.4% | 3.2% | 2.9%
CN(Cc1ccco1)C(=O)c1c[nH]c2ccc(S(=O)(=O)Nc3ccc4c(c3)OCCO4)cc2c1=O | -1.0% | 0.4% | -6.9% | 0.2% | -8.1% | -46.0% | 4.2%

Records listed above shown as hits in NPSR antagonist.
molecule	Epigenetic reg	HttQ103 aggreg	CBFb-RUNX1 inh	IMPase Li cell	L3MBTL1 inh	NPSR antagonist
NC(=O)c1ccsc1NC(=O)c1ccc(S(=O)(=O)N2CCCC2)cc1	-5.2%	6.5%	6.3%	5.9%	/	2µM*

(cont.)
SMILES | Epigenetic reg | Luc counter | HttQ103 aggreg | CBFb-RUNX1 inh | IMPase Li cell | L3MBTL1 inh | NPSR antagonist
COc1ccc2c(c1)CC(C)C/C2=N\NC(=O)c1ccco1 (stereo unspecified) | 0.0% | 13.2% | -2.1% | -0.7% | 1.3% | / | -9.4%
Cc1nn(Cc2c(F)c(F)c(F)c(F)c2F)c(C)c1NC(=O)c1nn(C)cc1[N+](=O)[O-] | -2.0% | -0.1% | -11.3% | -1.3% | 21.5%[38.3 µM] | / | 3.9%[46.1 µM]
N#Cc1ccsc1NC(=O)CN1CCCCCC1 | -0.2% | -2.2% | -5.6% | 0.0% | -4.7%[38.3 µM] | / | -6.2%[46.1 µM]
O=C(NNC(=O)c1csc(-c2cccnc2)n1)c1ccccc1 | -2.6% | / | -17.7%[9.22 µM] | 5.6% | / | / | 10.9%
Cc1ccc(-n2c(C)cc(/C=N/Nc3ccc([N+](=O)[O-])cn3)c2C)cc1 | -1.1% | -6.3% | 10.3% | -3.3% | 6.5%[38.3 µM] | -0.4% | -9.4%[46.1 µM]
O=C(NCc1ccc(N2CCCC2=O)cc1)NC1CCCCC1 | -1.1% | -2.2% | -6.4% | 7.3% | 19.1%[38.3 µM] | -0.5% | -4.3%[46.1 µM]
CC(C)CNS(=O)(=O)c1ccc(CCC(=O)NCc2ccncc2)cc1 | -8.7% | 2.6% | 11.4%[9.22 µM] | 4.9% | 2.8% | 9.1% | 3.1%

Some of the entries so far, with values under each structure:
The line under a structure holds: Epigenetic reg | Luc counter | HttQ103 aggreg | CBFb-RUNX1 inh | IMPase Li cell | L3MBTL1 inh | NPSR antagonist
> O=C(N/N=C/c1cccc(O)c1)c1ccc(COc2cccc3cccnc23)cc1
  4.3% | -1.2% | 15.1% | -10.9% | -4.6% | 31.4%[activator] | 3.1%
> Cc1ccc(NC(=S)NN2CCN(C)CC2)c(C)c1
  2.1% | 0.4% | -4.7% | 1.1% | -5.7% | 7.6% | 13.6%

These rows are one share of the data. The share of hits here may be higher or lower than overall.
